TcdB inh: inhibitors of Clostridioides difficile toxin B glycohydrolase; TcdB glycohydrolase enzymatic assay, plate reader; AID 652162; inhibition, % at 9.99 µM; hit rate 0.24% among 350,000; in the data active means inhibition above about 10%
Rv3671c inh: inhibits the M. tuberculosis serine protease Rv3671c | hit rate 0.048% among 320,000 | inhibition, % at 5.96 µM | P9WHR9; in the data active means inhibition above about 38%;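 further: extracellular domain of Rv3671c used as enzyme; 0% = enzyme with DMSO and 100% = no enzyme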
Anthrax LF prot: anthrax lethal factor protease inhibition; P15917; multiplex microsphere protease cleavage assay, LF; hit rate 0.12% among 360,000; AID 588501; inhibition, % at 10 µM; in the data active means inhibition above about 30%; inconclusive means no clear call, values can overlap the other calls; further: plate controls were buffer without enzyme for full effect and enzyme alone for no effect
Target sequence (P15917 whole entry, looked up): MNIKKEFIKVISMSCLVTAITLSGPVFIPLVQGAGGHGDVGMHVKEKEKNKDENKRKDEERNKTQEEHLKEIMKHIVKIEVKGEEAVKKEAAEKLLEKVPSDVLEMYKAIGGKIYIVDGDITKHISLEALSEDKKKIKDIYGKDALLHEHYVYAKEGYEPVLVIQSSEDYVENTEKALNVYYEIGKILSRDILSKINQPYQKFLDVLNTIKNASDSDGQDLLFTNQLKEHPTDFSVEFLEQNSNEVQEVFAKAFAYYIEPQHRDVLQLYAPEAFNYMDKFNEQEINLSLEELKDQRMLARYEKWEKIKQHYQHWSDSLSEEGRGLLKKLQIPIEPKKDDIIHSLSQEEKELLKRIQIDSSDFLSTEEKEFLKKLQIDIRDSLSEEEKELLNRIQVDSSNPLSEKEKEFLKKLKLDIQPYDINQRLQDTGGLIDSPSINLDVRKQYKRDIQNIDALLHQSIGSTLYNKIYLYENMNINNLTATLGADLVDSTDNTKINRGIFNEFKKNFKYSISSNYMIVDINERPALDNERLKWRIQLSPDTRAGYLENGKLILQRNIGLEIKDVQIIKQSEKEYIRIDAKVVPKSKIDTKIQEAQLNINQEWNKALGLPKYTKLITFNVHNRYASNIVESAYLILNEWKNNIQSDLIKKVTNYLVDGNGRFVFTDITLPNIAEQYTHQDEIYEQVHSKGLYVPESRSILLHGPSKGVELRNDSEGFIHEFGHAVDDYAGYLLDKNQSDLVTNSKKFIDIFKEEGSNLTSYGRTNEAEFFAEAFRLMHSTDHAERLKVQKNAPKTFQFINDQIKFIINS
3CLpro inhibitor: SARS-CoV 3CLpro protease inhibition. P0C6X7. recombinant SARS-CoV 3CLpro, quenched FRET peptide cleavage. inhibition, % at 6 µM. hit rate 0.14% among 290,000. AID 1706; in the data active means inhibition above about 12%
Y pestis TopoI: blocks Yersinia pestis topoisomerase I activity. Y. pestis Topo-I cleavage product accumulation, plate reader. activity, % at 10 µM. hit rate 0.064% among 360,000. AID 504884; in the data active means activity above about 50%, passing the limit was not always enough; inconclusive means no clear call, values can overlap the other calls; further: inactives centre near 2
MazEF act: MazEF (E. coli) toxin RNase activation | P0AE70 | activation, % at 20 µM | hit rate 0.32% among 350,000 | FAM/BHQ RNA-DNA oligo cleavage fluorescence, 5 h; in the data active means activation above about 50%
Target sequence (P0AE70 whole entry, looked up): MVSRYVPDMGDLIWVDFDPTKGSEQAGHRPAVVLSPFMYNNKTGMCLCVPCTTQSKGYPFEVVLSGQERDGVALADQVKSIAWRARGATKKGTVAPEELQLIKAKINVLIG
PriA SSB inh: inhibitors of Klebsiella pneumoniae PriA binding to SSB C-terminal tail. AlphaScreen SSBct-PriA binding, biotinylated peptide. inhibition, % at 33 µM. hit rate 0.6% among 430,000. AID 1272365; in the data active means inhibition mostly above about 37%, no sharp cut-off; inactive means mostly below about 20%;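 further: plate controls were negative control peptide for no effect and reference peptide for full effect; strong numbers were not always called active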
VHR inh abs: blocks human VHR1 dual specificity phosphatase | hit rate 0.52% among 290,000 | recombinant VHR phosphatase, pNPP absorbance | inhibition, % at 13.3 µM; in the data active means inhibition above about 50%; further: some compounds called inactive have numbers as strong as hits
Target sequence (P51452 whole entry, looked up): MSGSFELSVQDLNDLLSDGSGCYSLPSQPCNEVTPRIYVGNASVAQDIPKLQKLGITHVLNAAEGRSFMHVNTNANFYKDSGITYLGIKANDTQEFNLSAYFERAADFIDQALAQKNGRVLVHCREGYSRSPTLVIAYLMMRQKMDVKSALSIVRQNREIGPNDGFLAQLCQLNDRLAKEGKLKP
BH1578 lux ind: quorum light induction in luxS cqsA deficient V. cholerae; V. cholerae BH1578 lux reporter, luminescence, 6 h; activation, % at 18.7 µM; hit rate 0.16% among 350,000; AID 588436; in the data active means activation mostly above about 9.7%, no sharp cut-off; inconclusive means no clear call, values can overlap the other calls; inactive means mostly below about 3.7%; further: not every result past the cut was called active; inactives centre near 0; reference of the scale not given here
PfHsp40 rescue: restores yeast growth despite PfHsp40 toxicity | S. cerevisiae expressing PfHsp40, growth rescue, ATP luminescence | growth rescue, % at 12.5 µM | hit rate 0.68% among 340,000 | AID 504582; in the data active means growth rescue above about 28%, passing the limit was not always enough; inconclusive means no clear call, values can overlap the other calls;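 further: yeast W303a lacking pdr1 and pdr3 grown in galactose medium; growth measured after three days at 30 °C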
* marks the source's active call; other numbers are inactive results; i = inactive; ? = inconclusive; · = no result given; & = joins results of further samples. Some of the compounds tested; the hit share may differ from the screen's.

1: O=C(NCc1ccccc1)C1(C(F)(F)F)C/C(=C\CCO)CCCO1 (stereo unspecified)
2: Cc1nc2ccc(S(=O)(=O)NC(C(=O)NCc3ccco3)C(C)C)cc2s1 (stereo unspecified)
3: CCC1Oc2ccccc2N(CC(=O)NCCCN2CCN(CC)CC2)C1=O (stereo unspecified)
4: CCOC(=O)Cn1c(C(=O)OCC)cc2sccc21
5: COC(=O)c1sc(S(=O)(=O)N2CCN(c3ccccc3)CC2)c(C(=O)OC)c1C
6: Cc1cccc(C(=O)Nc2scc(-c3ccc(Br)cc3)c2C(=O)O)c1
7: O=C(Nc1ccc(Cl)cc1Cl)Nn1cnnc1
8: CCc1cc(=O)oc2c(C)c(OCC(=O)NCCCN3CCCC3=O)ccc12

screen / no. | 1 | 2 | 3 | 4 | 5 | 6 | 7 | 8
TcdB inh | 0.8 | -1.3 | 1.1 | 0.8 | · | 1.8 | 1.0 | 1.4
Rv3671c inh | 3 | -6 | -5 | 7 | -2 | -5 | 1 | -3
Anthrax LF prot | -7 | 2 | -4 | 0 | -4 | 2 | -3 | 5
3CLpro inhibitor | · | 0 | -4 | 0 | 0 | · | -1 | 8
Y pestis TopoI | 10 | 2 | 1 | 6 | 24 | 0 | -10 | -3
MazEF act | 2 | 7 | 3 | 0 | -17 | -6 | 2 | 7
PriA SSB inh | 6 | -17 | -12 | 0 | -4 | -7 | -6 | -5
VHR inh abs | · | 15 | 18 | 4 | 6 | · | 2 | 6
BH1578 lux ind | i | -0.4 | 0.5 | 0.6 | -0.4 | i | -0.1 | i
PfHsp40 rescue | -1.2 | 0.6 | -0.2 | -0.9 | 0.1 | 0.0 | 0.1 | 0.2

9: Cc1cc(NC(=O)COC(=O)c2ccc(S(=O)(=O)N3CCCc4ccccc43)cc2)no1
10: CN(C)C(=O)C1OC(C)(C)OC1C(=O)N(C)C (stereo unspecified)
11: O=C(NCc1cccc(F)c1)C1CCN(C(=O)c2sccc2-n2cccc2)CC1
12: Cc1cc(C)cc(C(=O)OCC(=O)Nc2cccc(S(=O)(=O)NC3=NCCCCC3)c2)c1
13: COc1cccc2cc(-c3nnc(SCC(=O)Nc4nc(C)cs4)n3C)oc12
14: C=CCNc1nc(Cl)nc(Nc2ccc(OC)cc2)n1
15: Cc1sc2ncnc(OCC(=O)N3CC(=O)Nc4ccccc43)c2c1C
16: COc1ccc(N2C(=O)CC(NCCNc3ccc([N+](=O)[O-])cn3)C2=O)cc1 (stereo unspecified)

screen / no. | 9 | 10 | 11 | 12 | 13 | 14 | 15 | 16
TcdB inh | · | · | -0.1 | · | · | · | 3.3 | ·
Rv3671c inh | -7 | 6 | -13 | -8 | 2 | 2 | -4 | 6
Anthrax LF prot | -6 | 4 | -3 | 2 | 0 | -4 | 3 | -5
3CLpro inhibitor | -5 | 5 | 2 | -2 | -2 | -2 | 0 | -1
Y pestis TopoI | 17 | -1 | 5 | 11 | -5 | 3 | 0 | -5
MazEF act | 5 | 3 | -4 | 3 | 24 | 8 | -1 | 2
PriA SSB inh | -22 | -1 | -11 | -4 | -18 | -6 | 3 | 7
VHR inh abs | 32 | -25 | 4 | 6 | 11 | 23 | 4 | 11
BH1578 lux ind | i | i | i | -3.7 | i | i | i | i
PfHsp40 rescue | 3.1 | 0.0 | 0.1 | -1.2 | -0.5 | 0.5 | -0.4 | 0.6

17: Clc1ccc2oc(-c3cccnc3NCc3ccccc3)nc2c1
18: Cn1c2ccccc2c(=O)c2c(=O)n(C3CCCCC3)c(-c3cccs3)nc21
19: O=C(O)C(c1ccccc1)N1CCCC1 (stereo unspecified)
20: O=S(=O)(c1ccccc1)N(CC(O)CN1CCCCC1)c1ccccc1 (stereo unspecified)
21: COc1ccc(C2=CC(=O)C[C@H](CN3C(=O)c4ccccc4C3=O)N(C(=O)OC(C)(C)C)O2)cc1
22: CCOC(=O)C1=C(C)OC2(O)c3ccccc3C(=O)C12O (stereo unspecified)
23: CC1CCN(CCNC(=O)CCS(=O)(=O)c2ccc(Br)cc2)CC1
24: CSc1ccc(CNC(=O)C2Cc3cc(S(=O)(=O)N4CCCCC4)ccc3N2C(C)=O)cc1 (stereo unspecified)

screen / no. | 17 | 18 | 19 | 20 | 21 | 22 | 23 | 24
TcdB inh | · | · | · | · | 0.9 | -5.8 | · | 1.7
Rv3671c inh | 1 | -7 | 3 | -10 | · | -68 | 0 | 3
Anthrax LF prot | 3 | 3 | 1 | 4 | 0 | -2 | 5 | 0
3CLpro inhibitor | 1 | 3 | -4 | 5 | · | 1 | 6 | 4
Y pestis TopoI | -1 | 11 | 1 | 3 | -3 | 2 | -7 | 20
MazEF act | -2 | 6 | 3 | 5 | -17 | 8 | -13 | 6
PriA SSB inh | -15 | -8 | 5 | -11 | 10 | 6 | -6 | -10
VHR inh abs | 5 | 34 | 13 | 15 | · | -3 | 4 | 6
BH1578 lux ind | i | i | i | -14 | i | i | i | -5.6
PfHsp40 rescue | 0.1 | -0.1 | 2.2 | -0.5 | 1.0 | · | -0.3 | 2.1

25: O=C(C1CCCN(S(=O)(=O)c2cccc3nonc23)C1)N1CCN(c2cccc(Cl)c2)CC1 (stereo unspecified)
26: Oc1ccc(/C=N/NP(=S)(c2ccccc2)c2ccccc2)cc1O
27: O=S(=O)(/N=C(/Nc1ccccn1)c1ccccc1)c1ccc(F)cc1
28: CCN(CC)CCNc1nc(-c2ccc(OC)cc2)c(-c2ccc(OC)cc2)s1
29: O=C(NCCOc1ccc(F)cc1)C1CCC(=O)N(CCCN2CCCC2=O)C1 (stereo unspecified)
30: O=C(NC1CCCCC1)C(c1ccccc1F)N(C(=O)c1csnn1)C1CCCC1 (stereo unspecified)
31: CC(=O)Nc1sc(-c2ccc(Cl)cc2)nc1-c1ccccc1
32: COc1ccc(C2(C)NC(=O)N(CC(=O)c3cc(C)n(C4CC4)c3C)C2=O)cc1OC (stereo unspecified)

screen / no. | 25 | 26 | 27 | 28 | 29 | 30 | 31 | 32
TcdB inh | · | -0.1 | -1.2 | 1.3 | -1.2 | 0.8 | 0.0 | 2.0
Rv3671c inh | 3 | -13 | 4 | 1 | -1 | -11 | 2 | 1
Anthrax LF prot | 1 | -2 | -1 | -12 | -3 | 5 | -6 | 2
3CLpro inhibitor | 2 | 3 | 2 | 3 | 3 | -1 | 0 | ·
Y pestis TopoI | 33 | 3 | -3 | -9 | -1 | -5 | -4 | 1
MazEF act | 3 | 3 | 0 | 15 | 1 | 10 | 5 | 10
PriA SSB inh | 3 | · | · | 15 | -9 | -9 | -18 | -1
VHR inh abs | 23 | 10 | -13 | 6 | -9 | 28 | 18 | ·
BH1578 lux ind | -14 | 2.8 | 0.2 | i | -0.3 | -0.3 | -0.5 | i
PfHsp40 rescue | 14 | -0.7 | -0.5 | 2.8 | -0.6 | 0.0 | -1.0 | -0.5

33: CC1CCN(CCCNC(=O)CN2C(=O)CSc3ccc(S(=O)(=O)N4CCCCC4)cc32)CC1
34: CCN(CC)C(=O)CC(c1ccc2c(c1)OCO2)c1c(OC)cc(OC)c2c(-c3ccccc3)cc(=O)oc12 (stereo unspecified)
35: CCCC(=O)NC(=S)Nc1ccccc1F
36: CCOC(=O)c1ccccc1NC(=O)COC(=O)Cc1ccccc1F
37: O=C(Nc1ccc(F)cc1F)c1cc(Cl)sc1Cl
38: COc1ccccc1-n1c(-c2ccccc2Br)nc2ccccc2c1=O
39: CCOC(=O)c1cc(NC(=O)Nc2nccs2)c(C)nc1C
40: CCCCCc1c(C)nc(SCC(=O)O)[nH]c1=O

screen / no. | 33 | 34 | 35 | 36 | 37 | 38 | 39 | 40
TcdB inh | 0.7 | 0.3 | · | 2.0 | 0.5 | 1.1 | 1.1 | ·
Rv3671c inh | -6 | -8 | 3 | · | -12 | -10 | -17 | 3
Anthrax LF prot | 3 | 3 | -1 | 8 | 1 | 2 | 0 | -2
3CLpro inhibitor | -4 | · | 4 | · | 1 | 0 | 6 | -4
Y pestis TopoI | 0 | 14 | 0 | 30 | -7 | 16 | 0 | -3
MazEF act | 6 | -14 | 6 | 4 | 10 | -1 | -2 | 2
PriA SSB inh | 8 | 6 | -8 | -15 | -20 | -2 | 1 | -7
VHR inh abs | -9 | 4 | 46 | · | 18 | 10 | -8 | -11
BH1578 lux ind | -0.2 | -0.4 | -1.0 | i | -0.3 | i | -0.4 | -0.5
PfHsp40 rescue | -0.6 | 1.0 | 0.4 | ? | -0.8 | -1.5 | -1.4 | -0.1

41: COc1ccc2c(c1OC)C(=O)OC2Nc1nc(-c2cc3cc([N+](=O)[O-])ccc3oc2=O)cs1 (stereo unspecified)
42: CC1CN(C(=O)CCC(=O)NCc2ccccc2Cl)c2ccccc2S1 (stereo unspecified)
43: Cc1ccc(/C=N/N=C/c2ccc(C)s2)s1
44: O=C(NCc1ccccc1F)Nc1nnc([C@H]2C[C@H](O)[C@@H](CO)O2)s1
45: O=C(CSc1nc(-c2cccs2)cc(C(F)(F)F)n1)NCc1ccccc1
46: Cc1ccc([N+](=O)[O-])cc1S(=O)(=O)NCCc1c(C)[nH]c2ccccc12
47: COc1ccccc1N1CCN(Cc2c[nH]c3ccccc23)CC1
48: N#CCCn1cc(C(=O)Nc2ccccc2Br)c(-c2ccc([N+](=O)[O-])cc2)n1

screen / no. | 41 | 42 | 43 | 44 | 45 | 46 | 47 | 48
TcdB inh | -0.7 | 1.5 | · | 0.9 | · | · | 1.2 | 1.9
Rv3671c inh | 2 | -7 | -2 | · | -1 | -5 | 2 | 2
Anthrax LF prot | 3 | 9 | 0 | 0 | -1 | -4 | ? | 0
3CLpro inhibitor | 1 | -2 | -1 | · | -4 | 1 | -1 | -1
Y pestis TopoI | -3 | 31 | 11 | -6 | -1 | -8 | 0 | 1
MazEF act | -7 | -1 | 1 | · | -2 | -1 | 10 | -3
PriA SSB inh | 7 | -3 | · | · | -7 | 21 | -4 | -13
VHR inh abs | 7 | 25 | 4 | · | 16 | 4 | 17 | 7
BH1578 lux ind | -0.4 | -0.2 | -0.5 | -1.2 | -0.3 | i | -0.7 | i
PfHsp40 rescue | 3.4 | 0.7 | -0.4 | · | -0.1 | 0.5 | -1.0 | -0.6

Reprinted at random: two entries already listed.
47: COc1ccccc1N1CCN(Cc2c[nH]c3ccccc23)CC1
41: COc1ccc2c(c1OC)C(=O)OC2Nc1nc(-c2cc3cc([N+](=O)[O-])ccc3oc2=O)cs1 (stereo unspecified)

screen / no. | 47 | 41
TcdB inh | 1.2 | -0.7
Rv3671c inh | 2 | 2
Anthrax LF prot | ? | 3
3CLpro inhibitor | -1 | 1
Y pestis TopoI | 0 | -3
MazEF act | 10 | -7
PriA SSB inh | -4 | 7
VHR inh abs | 17 | 7
BH1578 lux ind | -0.7 | -0.4
PfHsp40 rescue | -1.0 | 3.4

Carrying on:
49: COc1ccc2cc(CCNC(=O)CC(C)(C)C)c(=O)[nH]c2c1
50: O=C(NCCCn1ccnc1)C(=O)NCC(c1ccco1)N1CCN(c2ccccc2)CC1 (stereo unspecified)
51: Cc1nn(CC(=O)N(C)C2CCS(=O)(=O)C2)c(C)c1S(=O)(=O)N(C)C (stereo unspecified)
52: CCn1c(SCC(=O)Nc2cccc(OC)c2)nc2ccccc2c1=O
53: NC1=NC(=O)N2CC12 (stereo unspecified)
54: CCOc1ccc(C(CCc2ccccc2)NC(=O)c2ccccc2F)cc1OCC (stereo unspecified)

screen / no. | 49 | 50 | 51 | 52 | 53 | 54
TcdB inh | · | 0.7 | -0.7 | -0.5 | 0.2 | -0.2
Rv3671c inh | 0 | 6 | 4 | · | · | -8
Anthrax LF prot | -1 | -1 | -2 | 10 | -4 | -2
3CLpro inhibitor | -7 | 1 | · | 3 | · | 1
Y pestis TopoI | 3 | 11 | -1 | 5 | -5 | -4
MazEF act | -5 | -2 | 3 | -15 | 16 | -4
PriA SSB inh | -12 | -4&-4&-2 | -10 | -2 | 1 | -20
VHR inh abs | 35 | 22 | · | 12 | · | 31
BH1578 lux ind | -15 | -2.0 | i | 3.8 | i | 0.0
PfHsp40 rescue | -1.3 | 1.1 | -0.8 | 0.2 | -2.7 | 0.9
